High-throughput results (PubChem BioAssay)
CR mimetic SO – yeast age-related superoxide inhibition as caloric restriction mimetic; 330,000 tested, 0.18% active; superoxide response (% of plate mean), % at 10 µM; S. cerevisiae aged cells, superoxide DHE fluorescence; active compounds read low;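 active means superoxide response under a set limit, about three screen SD below normal, cut at about 65% in these data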;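 further: yeast aged for seven days with compound at 30 °C before DHE staining; 100% = average MFI of all compound-treated wells on the plate with controls excluded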
GASC-1 inh – blocks human GASC-1 demethylase activity. GST-JMJD2C(1-420) H3K9me3 demethylation, DELFIA europium. 330,000 tested, 0.069% active. AID 2099. inhibition, % at 2.35 µM;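 active means more than half of a compound's replicate wells show inhibition beyond 50%, single wells judged on their own value; inconclusive means some, but no more than half, of replicates pass 50% inhibition; inactive means no replicate passes 50% inhibition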;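 further: signal counts dimethyl H3K9 product captured on neutravidin plate; 0% = median of DMSO wells and 100% = 0.3 times that DMSO median; strong numbers were not always called active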
Target sequence (Q9H3R0 1-420 limits assumed): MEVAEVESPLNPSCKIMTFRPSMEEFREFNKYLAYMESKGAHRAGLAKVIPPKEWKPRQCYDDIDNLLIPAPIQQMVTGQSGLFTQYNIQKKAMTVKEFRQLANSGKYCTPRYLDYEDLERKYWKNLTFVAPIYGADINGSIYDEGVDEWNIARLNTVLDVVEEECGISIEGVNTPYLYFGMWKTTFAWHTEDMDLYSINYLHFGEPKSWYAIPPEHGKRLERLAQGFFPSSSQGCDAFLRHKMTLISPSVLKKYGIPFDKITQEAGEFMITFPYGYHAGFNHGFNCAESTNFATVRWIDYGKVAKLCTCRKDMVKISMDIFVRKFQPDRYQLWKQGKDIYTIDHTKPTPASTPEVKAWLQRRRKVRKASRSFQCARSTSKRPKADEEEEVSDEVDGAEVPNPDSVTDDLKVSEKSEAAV
procasp7 counter – counter-screen: procaspase-7 (human) activation. P55210. recombinant procaspase-7, Ac-DEVD-pNA absorbance 405 nm; D23A/D198A/D206A triple mutant, cannot self-cleave; scale: DMSO 0, 5 µM enzyme 100. activation, % at 8.5 µM. 330,000 tested, 0.093% active. AID 463210;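 active means percent activation above the screen-wide mean plus 3 SD, cut at about 25% in these data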
Target sequence (P55210 whole entry D23A/D198A/D206A): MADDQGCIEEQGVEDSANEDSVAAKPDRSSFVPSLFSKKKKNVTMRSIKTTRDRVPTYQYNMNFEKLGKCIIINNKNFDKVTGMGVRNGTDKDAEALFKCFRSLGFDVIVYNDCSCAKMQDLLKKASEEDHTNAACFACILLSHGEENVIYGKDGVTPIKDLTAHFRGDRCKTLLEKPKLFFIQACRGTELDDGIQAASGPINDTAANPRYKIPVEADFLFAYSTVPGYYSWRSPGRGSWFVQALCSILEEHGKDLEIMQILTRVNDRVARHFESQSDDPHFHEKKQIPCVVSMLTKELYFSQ
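Detection: p-Nitroaniline absorbance at 405 nm, read at 0 and 120 min; system: Uncleavable procaspase-7 mutant enzyme; evaluation: % activation from two-timepoint absorbance difference, scaled to controls; times: 1 h enzyme–compound preincubation and 2 h substrate reaction, both 25 °C; buffer or medium: Zinc-free HEPES pH 7.4 with 300 mM NaCl, 0.01% Triton X-100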
RPL19A TOR yeast – alters RPL19A-GFP fluorescence in TOR pathway yeast screen. AID 2025. percent response vs DMSO, % at 10 µM. 330,000 tested, 0.3% active. S. cerevisiae RPL19A-GFP strain, flow cytometry, 3 h; active compounds read low;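 active means percent response vs DMSO below 50%; inconclusive means fewer than 70 events counted for the yeast strain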;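 further: median channel GFP fluorescence of the barcoded RPL19A-GFP strain; ratio of sample median GFP to plate DMSO average so 100% = DMSO; lower means less RPL19A-GFP as with rapamycin TOR inhibition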
MEP2-GFP yeast – yeast TOR pathway MEP2-GFP modulation. S. cerevisiae MEP2-GFP strain, flow cytometry GFP, 3 h; 100% = DMSO control level. GFP response vs DMSO, % at 10 µM. 330,000 tested, 0.51% active;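 active means GFP response versus DMSO above a set limit, roughly screen mean plus 3 SD, cut at about 180% in these data; inconclusive means fewer than 70 cells counted for a yeast strain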;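 further: median GFP fluorescence of the barcode-gated MEP2-GFP cells per well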
LAP4-GFP MLPCN – yeast TOR pathway LAP4-GFP modulation | S. cerevisiae LAP4-GFP multiplex, flow cytometry GFP, 3 h; median GFP as percent of DMSO wells | GFP response vs DMSO, % at 10 µM | 320,000 tested, 0.34% active | AID 2023;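 active means GFP response vs DMSO above a set limit, about the screen mean plus 3 SD, cut at about 150% in these data; inconclusive means under 70 cell events counted for the yeast strain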
AHR act – activators of human aryl hydrocarbon receptor; P35869; AHR-responsive luciferase reporter cells, luminescence; activation, % at 5 µM; 320,000 tested, 2.5% active; in the data active means activation above about 47%;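 further: 0% = vehicle wells and 100% = reference agonist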
proCasp3 act – procaspase-3 (human) activation; P42574; recombinant procaspase-3 D3A, Ac-DEVD-pNA absorbance 405 nm; activation, % at 8.5 µM; 330,000 tested, 0.11% active;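 active means activation above the mean of all tested compounds plus 3 SD, cut at about 21% in these data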;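 further: 0% = DMSO alone and 100% = DMSO wells spiked with extra 5 µM PC-3 D3A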
Target sequence (P42574 whole entry D9A/D28A/D175A): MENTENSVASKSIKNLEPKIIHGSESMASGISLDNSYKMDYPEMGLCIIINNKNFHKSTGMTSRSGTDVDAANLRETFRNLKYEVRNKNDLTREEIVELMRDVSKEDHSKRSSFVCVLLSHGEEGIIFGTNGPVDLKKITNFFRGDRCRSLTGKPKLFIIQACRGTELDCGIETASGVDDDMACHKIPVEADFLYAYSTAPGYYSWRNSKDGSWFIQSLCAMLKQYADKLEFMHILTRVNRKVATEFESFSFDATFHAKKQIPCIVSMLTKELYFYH
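Compound: 8.5 µM single point, 0.8% DMSO / Material: Autoprocessing-dead procaspase-3 D3A mutant enzyme / Timing: 1 h preincubation plus 2 h reaction at 25 °C / Medium: Zinc-free HEPES/NaCl buffer with 0.01% Triton X-100 at pH 7.4 / Technique: 405 nm absorbance of p-nitroaniline, reads at 0 and 120 min / Repeats: one well per compound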
Active calls of the source: *; u = inconclusive; x = not tested or not shown; & = joins results of further samples. Compounds as they come; overall some 3.8% were active at least once.

SMILES	CR mimetic SO	GASC-1 inh	procasp7 counter	RPL19A TOR yeast	MEP2-GFP yeast	LAP4-GFP MLPCN	AHR act	proCasp3 act
COc1cccc(C(=O)NCC(=O)OC(C)C(=O)NC23CC4CC(CC(C4)C2)C3)c1 (stereo unspecified)	100	0	6	92	97	92	-1	2
COCCCNC(=O)CCSc1ccc(C)cc1	98	9	7	107	107	98	-3	-3
Cn1cc(SCC(=O)Nc2ccc3c(c2)OCCO3)c2ccccc21	86	0	10	101	105	128	9	-4
Cc1ccc(S(=O)(=O)NNC(=O)c2ccc(NC(=O)C3CC3)cc2)cc1	89	5	x	110	100	70	x	x
COc1cc(CN2CCC(Cc3ccccc3)CC2)cc([N+](=O)[O-])c1O	97	0	-11	107	112	80	1	-4
CCOc1ncccc1C(=O)OCC(=O)Nc1ccc(-c2nc3ccc(C)cc3s2)cc1	104	-6	8	97	98	101	-3	-8
O=C(CSc1c[nH]c2ccccc12)N1CCOCC1	105	6	3	96	100	92	17	-3
CCc1ccc(-n2c(C)cc(/C=N/NC(=O)OC)c2C)cc1	105	-15	3	100	98	117	14	6
O=C(O)c1nccnc1C(=O)NCCc1c[nH]c2ccccc12	81	-3	-4	95	101	96	18	1
COc1cc(O)c2c(c1)OC(C)(C)CC2=O	107	-2	-3	101	102	98	-2	4
CCOC(=O)c1c(-c2ccccc2)csc1NC(=O)CCN1C(=O)c2ccccc2C1=O	96	-5	1	x	x	x	8	0
COC(=O)C1(Cc2cc(-c3ccc(Cl)cc3)no2)CCN(C(=O)OC(C)(C)C)CC1	103	0	-6	90	82	112	9	-4

Complete entries, quoted from the list. Order of values: CR mimetic SO	GASC-1 inh	procasp7 counter	RPL19A TOR yeast	MEP2-GFP yeast	LAP4-GFP MLPCN	AHR act	proCasp3 act
CCOc1ncccc1C(=O)OCC(=O)Nc1ccc(-c2nc3ccc(C)cc3s2)cc1 reads 104	-6	8	97	98	101	-3	-8
COCCCNC(=O)CCSc1ccc(C)cc1 reads 98	9	7	107	107	98	-3	-3
COc1cccc(C(=O)NCC(=O)OC(C)C(=O)NC23CC4CC(CC(C4)C2)C3)c1 (stereo unspecified) reads 100	0	6	92	97	92	-1	2

Following part:
SMILES	CR mimetic SO	GASC-1 inh	procasp7 counter	RPL19A TOR yeast	MEP2-GFP yeast	LAP4-GFP MLPCN	AHR act	proCasp3 act
COc1ccc(N2CC(NC(=O)NCCC(C)C)CC2=O)cc1 (stereo unspecified)	117	-15	3	106	109	106	16	-2
Nn1c(SCC(=O)Nc2ccc(F)cc2F)nnc1-c1cccnc1	105	3	12	101	106	108	13	7
CC(NC(=O)C(=O)N/N=C\c1cccc([N+](=O)[O-])c1)c1ccccc1 (stereo unspecified)	97	11	7	95	98	106	1	7
O=c1[nH]c(CSc2nnc(Cc3ccccc3)o2)nc2ccccc12	115	-3	-4	102	100	107	-2	-1
C=C(C)COc1ccc(-c2[nH]ncc2Oc2cccc(OC)c2)c(O)c1	98	-16	8	93	97	103	13	6
COc1ccc(OC)c(Nc2cc(C)nc3ccccc23)c1	113	-2	0	100	99	96	9	-1
CSCCC(NS(=O)(=O)c1ccc(C)cc1)C(=O)N1CC=C(c2ccccc2)CC1 (stereo unspecified)	96	-5	6	97	96	106	0	0
COCCn1c(N)c(N(Cc2ccccc2)C(=O)Cc2c(Cl)cccc2Cl)c(=O)[nH]c1=O	109	-29	-6	96	95	106	-2	2
COc1cccc(NC(C(=O)Nc2cccc(C(C)=O)c2)c2ccccc2)c1 (stereo unspecified)	60*	-4	-12	108	109	100	14	-8
O=C(CN1C(=O)NC(Cc2ccccc2)C1=O)Nc1ccc(F)c(F)c1F (stereo unspecified)	108	7	-4	94	98	95	-1	-8
COc1cc2cc(C(c3nnnn3C3CCCC3)N3CCCCCC3)c(=O)[nH]c2cc1OC (stereo unspecified)	108	-16&-27	-4	96	99	99	2	-2
COc1ccc(C(=O)CSc2nnc3ccc(-c4ccccn4)nn23)cc1	107	16	0	89	94	98	-1	-3
CCN(CC(=O)Nc1c(F)cccc1F)C(=O)C1CCN(S(=O)(=O)c2ccc(F)cc2)CC1	83	0	4	103	106	115	0	3
CC(C)COc1ccc(CNC(=S)Nc2ccccc2)cc1Cl	88	-14	6	103	111	95	36	3
NNC(=O)CNC(=O)c1ccccc1F	90	-14	-8	101	105	100	-1	-6
Cc1ncc(S(=O)(=O)c2ccccc2)c(-c2ccccc2Cl)n1	102	-3	4	96	95	98	9	1
C#CCN1C(=O)C(O)(c2c(C)[nH]c3ccccc23)c2ccccc21 (stereo unspecified)	81	7	3	102	103	105	15	-7
CCOc1ccc(CCNC(=O)C2CCCN(S(=O)(=O)N3CC(C)CC(C)C3)C2)cc1OCC (stereo unspecified)	122	1	-10	90	98	87	0	2
COc1ccc(OCCOC(=O)Nc2ccccc2)cc1	100	0	-1	91	97	110	2	-1
CCOC(=O)c1c(NC(=O)CSc2nnc(-c3c[nH]c4ccccc34)n2CC)sc2c1CCCC2	118	11	8	104	99	97	3	-7
Cc1cccc(C)c1NC(=O)C1(N2C(=O)CC2c2ccccc2)CCCCC1 (stereo unspecified)	95	3	-1	100	99	102	-2	-6
COC(=O)CN1C(=O)Nc2ccc(Cl)cc2C1c1ccccc1 (stereo unspecified)	91	-11	7	101	108	97	4	-4
CCCNC(=O)C(Cc1ccccc1)NS(=O)(=O)c1cccc2nsnc12 (stereo unspecified)	99	-1	3	96	103	87	2	9
CC(C)CNC(=O)CN(C1CCCCC1)S(C)(=O)=O	99	-9	9	102	100	100	-1	1
CCCCc1c(O)nc(SCC(=O)N2CCOCC2)n(-c2ccccc2C)c1=O	110	-16	1	104	103	97	2	-3
C=CCn1c(SCC(=O)NC(=O)Cc2ccccc2)nc2ccccc2c1=O	88	4	13	105	106	112	2	4
CCc1nnc(N/N=C/c2c(C)[nH]c3ccccc23)n1N	102	-3	-18	92	84	u	12	-14
CCOC(=O)c1c(C)c(C(=O)NCc2ccco2)c(C)n1CC	106	-9	6	101	102	94	8	-1
COC(=O)c1c(C(=O)OC)c(-c2ccc(OC)cc2)n2c1CS(=O)(=O)C2	101	-27	6	103	99	87	4	7
COc1ccc(CN2C3CCCC2CC(NC(=O)Nc2ccccc2C)C3)cc1 (stereo unspecified)	97	9	-1	101	101	98	-2	6
CC1CCc2c(sc(NC(=O)C3CCCO3)c2C#N)C1 (stereo unspecified)	105	-2	8	96	98	87	-1	6
Cc1csc2c(N3CCN(C(=S)Nc4ccc(C(F)(F)F)cc4)CC3)ncnc12	106	-13	-11	105	113	122	-5	3
Cc1cc(C)c2c(c1)-c1c(ssc1=S)C(C)(C)N2C(=O)CSc1nncn1C	113	-4	-4	100	103	99	-5	-5
COc1ccc(NC(C)=O)cc1NC(C)C(=O)Nc1ccc(S(=O)(=O)N2CCCCC2)cc1 (stereo unspecified)	116	10	6	103	100	100	1	0
CC(C)Cn1c(-c2nn(C)cc2Cl)n[nH]c1=S	90	0	0	97	108	97	4	-1
O=C(NCc1ccc(Cl)cc1)c1ccc(S(=O)(=O)N2CCCCC2)cc1	100	-6	4	104	106	112	1	1
O=[N+]([O-])c1cccnc1Oc1ccc(F)cc1	107	-1	-1	102	105	109	-2	4
Cc1ccc(C2C3=C(Nc4[nH]n(-c5ccccc5)c(=O)c42)c2ccccc2C3=O)cc1 (stereo unspecified)	135	0	1	98	97	108	8	-5
CCOc1ccccc1N(CC(=O)Nc1cccnc1)S(=O)(=O)c1ccc(C)cc1	97	-2	10	105	101	111	13	-5
Cc1cccc(N(Cc2ccccc2)C(=O)CSC(C)C(=O)Nc2cc(C)on2)c1 (stereo unspecified)	104	4	-6	98	98	102	2	2
Oc1ccccc1Cn1nnc2ccccc21	94	18	-1	96	101	92	2	7
CN(C)C(=O)c1ccc(-c2cc(C(F)(F)F)n(C)n2)s1	102	5	1	99	100	110	-2	-2
CCOC(=O)C1CCCN(C(=O)CS(=O)(=O)Cc2ccccc2)C1 (stereo unspecified)	111	-2	10	99	99	99	2	1
COc1ccc(/C(C)=N/NC(=O)c2ccc(CSc3cccc4cccnc34)cc2)cc1OC	117	0	21	106	108	114	17	20
Cc1cccc(NC(=O)CCC(=O)N/N=C/c2ccco2)c1	87	0	4	104	111	97	3	3
Cc1[nH]n(-c2ccc([N+](=O)[O-])cc2)c(=O)c1C=NCCN1CCN(C(=O)c2ccc(Br)cc2)CC1	106	10	0	95	101	104	9	-3
O=C(CSc1nnc(-c2ccccc2F)n1C1CC1)NC(=O)c1cccc([N+](=O)[O-])c1	97	22	5	104	87	80	0	2
COc1ccc(NC(=S)NNC(=O)CCn2cc([N+](=O)[O-])cn2)cc1	116	-2	-5	95	95	96	5	4
Cc1cc(O)c(/C=N/Nc2cccc(Cl)c2)c(=O)o1	95	6	-8	108	104	110	23	3
Fc1ccccc1-c1nc2nc3ccccc3nc2n1CC1CCCO1 (stereo unspecified)	90	1	-4	93	96	114	1	-7
COc1ccccc1NC(=O)c1ccc2c(c1)N(CC#N)C(=O)C(C)(C)O2	103	-3	4	106	108	102	62*	4
COc1cccc(CNC(=O)C2CCN(S(=O)(=O)c3ccc(Br)s3)CC2)c1	91	-7	-2	92	103	87	2	8
O=C(COc1coc(CN2CCc3ccccc32)cc1=O)NCCc1ccccc1	102	9	4	97	103	114	10	-3
O=C(CSc1ncnc2sccc12)NC1CCS(=O)(=O)C1 (stereo unspecified)	87	1	3	100	108	93	7	-7
Cc1ccc(CSC2=Nc3ccccc3C3=NC(=O)CN23)cc1	97	-3	-7	104	102	95	12	11
O=C(/C=C/c1cccc([N+](=O)[O-])c1)c1cccs1	106	-5	2	103	98	100	-1	1
COc1ccc(CCNC(=O)CN2CCN(Cc3ccc(F)cc3)C2=O)cc1OC	102	-4	6	101	109	101	4	4
O=C1CCCC(O)=C1N=Nc1ccc(S(=O)(=O)N2CCOCC2)cc1	112	-11	-4	98	106	102	6	9
CCN(c1ccccc1)S(=O)(=O)c1ccc(Cl)c(NC(=O)COC(=O)c2ccc(Cl)c(N)c2)c1	114	-14	0	105	84	89	-1	-5
Cc1ccc(Sc2oc(/C=N/n3cnnc3)cc2Br)cc1	113	-6	10	104	102	105	4	-1
Additional structures
SMILES	CR mimetic SO	GASC-1 inh	procasp7 counter	RPL19A TOR yeast	MEP2-GFP yeast	LAP4-GFP MLPCN	AHR act	proCasp3 act
CC(=O)Cn1cnc2c(sc3nc(C)cc(C)c32)c1=O	106	1	6	96	89	103	-5	-1
CCOC(=O)C1CCN(c2c(NCCCN3CCCCC3)c(=O)c2=O)CC1	113	1	1	102	96	94	1	-6
C#CCOCCOCCOCCNc1nc(N2CCN(C(=O)Cn3cc(CCO)nn3)CC2)nc(N2CCN(C(=O)[C@H](C(C)C)n3cc(CCO)nn3)CC2)n1	103	-6	-3	90	89	122	1	2
O=C(Nc1ccc(S(=O)(=O)Nc2ccccn2)cc1)c1cccc([N+](=O)[O-])c1	120	-16	2	117	116	80	1	-4
COc1ccc(CC(=O)NC(C)c2nnc(SCCOc3ccc(OC)cc3)n2C)cc1 (stereo unspecified)	93	-15	3	99	110	97	0	3
CC(=O)NC(=O)c1nnn(Cc2ccccc2)c1NC(C)=O	89	-8	0	95	94	101	-2	6
